Compound activity (PubChem)
LYPLA2 counter: blocks human lysophospholipase 2, a PME1 counter-screen. 0.38% of 320,000 active. recombinant LYPLA2, FP-Rh probe fluorescence polarization. AID 2177. inhibition, % at 5.9 µM;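 active means inhibition above the screen-wide mean plus 3 SD, limit set per campaign, cut at about 26% in these data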;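 further: 0% = LYPLA2 with DMSO and 100% = wells lacking LYPLA2 enzyme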
Target sequence (O95372 whole entry, looked up): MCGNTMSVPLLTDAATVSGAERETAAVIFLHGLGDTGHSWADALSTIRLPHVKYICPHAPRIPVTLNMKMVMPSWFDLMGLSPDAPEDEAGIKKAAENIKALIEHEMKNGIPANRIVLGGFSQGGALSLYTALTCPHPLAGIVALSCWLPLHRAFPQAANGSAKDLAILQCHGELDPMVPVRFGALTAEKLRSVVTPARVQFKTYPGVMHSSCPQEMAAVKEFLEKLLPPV
LYPLA1 inh: blocks human lysophospholipase 1, a PME1 counter-screen. inhibition, % at 5.9 µM. O75608. 0.16% of 320,000 active. recombinant LYPLA1, FP-Rh probe fluorescence polarization;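 active means inhibition above the mean of all tested compounds plus 3 SD, set per campaign, cut at about 14% in these data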;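 further: inhibitors block serine hydrolase probe labeling of LYPLA1 so polarization falls; 0% = enzyme with DMSO and 100% = wells lacking LYPLA1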
PAFAH1B3 inh: blocks human PAF acetylhydrolase 1B catalytic subunit 3 | 0.28% of 340,000 active | Q15102 | inhibition, % at 3.39 µM | recombinant PAFAH1B3, FP-rhodamine probe, fluorescence polarization | AID 492972;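 active means inhibition above the screen-wide average of all tested compounds plus 3 SD, cut at about 25% in these data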;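 further: 0% = enzyme with DMSO only and 100% = wells lacking PAFAH1B3 protein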
ZTA counter: counter-screen for EBNA-1 inhibitors: inhibitors of Epstein-Barr virus ZTA | 0.15% of 320,000 active | P03206 | inhibition, % at 11 µM | ZTA-DNA binding, fluorescence polarization | AID 2234; in the data active means inhibition above about 33%
PAFAH2 inh: PAFAH2 (human) inhibition. Q99487. recombinant PAFAH2, FP-rhodamine activity probe, fluorescence polarization. inhibition, % at 3.39 µM. 0.99% of 340,000 active;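 active means inhibition above the mean over all tested compounds plus 3 SD, cut at about 30% in these data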;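 further: inhibitors block probe labeling of enzyme so polarization drops; 0% = enzyme with DMSO and 100% = wells lacking PAFAH2 protein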
EBNA-1 inh: blocks EBNA-1 binding to DNA; EBNA-1 DNA binding, fluorescence polarization; inhibition, % at 14.8 µM; 0.34% of 300,000 active; AID 1950; in the data active means inhibition above about 28%
GSTO1 inh: counter-screen for RBBP9 inhibitors: inhibitors of human GSTO1. P78417. recombinant GSTO1, activity-based probe fluorescence polarization. inhibition, % at 5.96 µM. 1.1% of 300,000 active. AID 1974;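 active means inhibition above the campaign mean inhibition plus 3 SD, cut at about 35% in these data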;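 further: 0% = GSTO1-1 with DMSO and 100% = wells lacking GSTO1-1 enzyme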
PAD4 FP inh: inhibitors of human PAD4. AID 485272. recombinant PAD4, RCA probe fluorescence polarization. Q9UM07. inhibition, % at 6.36 µM. 0.41% of 330,000 active;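 active means percent inhibition above a cutoff equal to the mean of all tested compounds plus 3 SD, cut at about 15% in these data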;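 further: 0% = PAD4 with RCA probe and DMSO and 100% = probe without PAD4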
PREPL inhibitor: inhibitors of human prolyl oligopeptidase-like enzyme PREPL | recombinant PREPL, fluorescence polarization activity-based probe | AID 2751 | inhibition, % at 5.96 µM | 0.68% of 320,000 active; in the data active means inhibition above about 43%;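 further: 0% = enzyme with DMSO and 100% = wells lacking enzyme; many of its hits are not listed in these tables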
Target sequence (Q4J6C6 whole entry, looked up): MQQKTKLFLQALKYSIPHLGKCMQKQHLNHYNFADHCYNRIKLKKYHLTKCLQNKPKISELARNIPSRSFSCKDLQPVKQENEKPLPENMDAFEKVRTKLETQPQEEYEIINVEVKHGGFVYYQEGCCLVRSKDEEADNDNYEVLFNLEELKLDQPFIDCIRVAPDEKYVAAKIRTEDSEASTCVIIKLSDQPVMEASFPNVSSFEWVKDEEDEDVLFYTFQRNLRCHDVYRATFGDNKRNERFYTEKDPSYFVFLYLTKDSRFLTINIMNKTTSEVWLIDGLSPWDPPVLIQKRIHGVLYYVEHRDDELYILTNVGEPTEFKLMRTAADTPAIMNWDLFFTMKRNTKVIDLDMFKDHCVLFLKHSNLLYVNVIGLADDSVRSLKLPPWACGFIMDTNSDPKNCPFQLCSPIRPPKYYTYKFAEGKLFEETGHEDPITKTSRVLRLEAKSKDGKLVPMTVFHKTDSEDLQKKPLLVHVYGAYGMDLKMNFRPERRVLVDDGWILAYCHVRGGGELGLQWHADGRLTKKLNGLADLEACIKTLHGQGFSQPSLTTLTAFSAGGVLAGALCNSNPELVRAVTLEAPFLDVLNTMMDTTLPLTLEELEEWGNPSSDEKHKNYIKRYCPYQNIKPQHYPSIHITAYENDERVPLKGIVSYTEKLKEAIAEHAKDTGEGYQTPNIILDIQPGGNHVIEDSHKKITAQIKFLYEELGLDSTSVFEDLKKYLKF
* marks the source's active call; other numbers are inactive results; . = no result given.

SMILES	LYPLA2 counter	LYPLA1 inh	PAFAH1B3 inh	ZTA counter	PAFAH2 inh	EBNA-1 inh	GSTO1 inh	PAD4 FP inh	PREPL inhibitor
C#CCN(C(=O)c1ccc(OC2CCN(Cc3ccccn3)CC2)cc1)C1CCCCC1	-5	1	4	12	-4	4	5	-5	3
O=C(O/N=C\c1ccc(N2CCCCC2)c([N+](=O)[O-])c1)c1cccc(Cl)c1	15	4	1	-14	2	12	2	1	16
O=C(Cc1nn[nH]n1)Nc1ccc(F)cc1F	0	-1	.	10	.	4	6	2	5
O=C(c1ccc(F)cc1F)N1CCCC(c2nc(-c3cccs3)no2)C1 (configuration not stated)	5	1	12	3	8	-5	0	-4	-6
COc1cccc(Nc2nnc(SCc3nc4ccccc4s3)s2)c1	-7	-10	6	22	-9	11	-9	-9	-3
COc1cc(OC)cc(C(=O)NCCSCc2ccc(Cl)cc2)c1	3	-2	5	-10	4	9	5	3	1
CC1CCCCN1C(=O)CSc1nnc(-c2cccnc2)o1 (configuration not stated)	2	1	-1	-7	-1	-3	3	1	-4
CC(OC(=O)c1ccc2ccccc2c1)C(=O)N(C)Cc1ccccc1 (configuration not stated)	-4	-7	-6	7	-1	.	.	0	1
Cc1ccc2c(c1)C(c1ccc([N+](=O)[O-])cc1)=NNC(c1ccc(Br)cc1)=N2	4	0	4	6	-4	14	2	4	-1
CCN(c1ccccc1)S(=O)(=O)c1cccc(C(=O)O)c1	-7	2	5	-15	-2	-4	0	-3	-6
CCOc1ccccc1NC(=O)NCCCCc1ccccc1	10	3	3	4	4	3	-1	5	8
Cc1cnc(NC(=O)/C=C/c2ccc(Br)o2)s1	-4	-1	3	-15	-3	10	3	0	-11

An excerpt from above, limited to ZTA counter and LYPLA2 counter:
| Molecule | ZTA counter | LYPLA2 counter |
| --- | --- | --- |
| CCN(c1ccccc1)S(=O)(=O)c1cccc(C(=O)O)c1 | -15 | -7 |
| O=C(O/N=C\c1ccc(N2CCCCC2)c([N+](=O)[O-])c1)c1cccc(Cl)c1 | -14 | 15 |
| CCOc1ccccc1NC(=O)NCCCCc1ccccc1 | 4 | 10 |
| COc1cccc(Nc2nnc(SCc3nc4ccccc4s3)s2)c1 | 22 | -7 |
| O=C(c1ccc(F)cc1F)N1CCCC(c2nc(-c3cccs3)no2)C1 (configuration not stated) | 3 | 5 |
| C#CCN(C(=O)c1ccc(OC2CCN(Cc3ccccn3)CC2)cc1)C1CCCCC1 | 12 | -5 |

Next part.
SMILES	LYPLA2 counter	LYPLA1 inh	PAFAH1B3 inh	ZTA counter	PAFAH2 inh	EBNA-1 inh	GSTO1 inh	PAD4 FP inh	PREPL inhibitor
S=C(NCc1ccccc1Cl)Nc1ccccc1Cl	4	3	4	3	-1	0	3	2	1
COc1cccc(COC(=O)c2ccc3c(=O)n4c(nc3c2)CCC4)c1OC	-13	-39	0	-17	-2	-1	-16	0	-20
O=C(Nc1nc2cc3c(cc2s1)OCO3)C1CC1	-3	3	7	-5	8	0	-5	-4	14
Cc1[nH]c(=O)c(C#N)c(C)c1[N+](=O)[O-]	6	6	-1	15	0	10	5	-2	-9
N#Cc1c(Cn2cncn2)nc(=O)n(-c2ccc(Cl)cc2)c1N	-5	-1	9	-10	11	-4	0	1	16
O=C(CSc1nnc(-c2ccco2)o1)c1ccc([N+](=O)[O-])cc1	4	4	.	-4	.	-5	47*	-10	27
CCOC(=O)c1c(C)[nH]c(C(=O)OCC(=O)Nc2ccc(OCC)cc2)c1C	2	2	-2	-10	-2	2	-1	1	5
C1CCC2(CC1)OCC1(CO2)COC2(CCCCC2)OC1	7	0	-7	-3	-8	2	4	-2	7
CC1CCN(CCC(=O)Nc2ccc3c(c2)OCCO3)CC1	2	5	.	-10	.	5	2	-2	-2
CCN(CC)c1ccc(/C=N/NC(=O)CNC(=O)C2COc3ccccc3O2)c(O)c1 (configuration not stated)	5	0	11	-4	9	-17	0	0	17
CCOc1cc(/C=N/n2c(C)nc3ccccc3c2=O)ccc1O	-1	4	7	7	-9	-7	-3	2	-4
CC(C)=CCSc1nnc(CCNC(=O)OC(C)(C)C)o1	3	1	-7	8	0	5	-10	-1	-1
O=C(OCCOc1cccc(Cl)c1)c1ccc(F)c(S(=O)(=O)N2CCOCC2)c1	1	3	1	-22	20	.	.	-2	30
CCOc1ccc2ccccc2c1/C=N/NC(=O)c1ccncc1	0	-7	3	-4	11	8	-1	-1	-6
CCc1ccc(N2C(=O)CN(Cc3ccccc3)C2=S)cc1	-4	-7	2	9	-5	4	14	-2	21
COc1ccc(CC(=O)c2ccc(OC)c(OC)c2C)cc1OC	7	3	11	4	1	-7	0	-2	-1
COc1ccc(CNc2nc(NCc3ccc(OC)cc3)c3ncn(C4CCCC4)c3n2)cc1	.	.	6	.	1	.	.	-3	22
COc1ccc(-c2nc(-c3cccc(C)c3)[nH]c(=O)c2C#N)cc1	-1	0	7	-15	6	-8	-17	-12	1
Cc1ccc(NS(=O)(=O)c2cc(C(=O)NCc3ccccn3)ccc2Cl)cc1C	-5	-3	6	-14	7	-4	4	-1	2
OCCC1CN(Cc2ccccc2O)CCN1CCc1ccccc1 (configuration not stated)	8	0	14	8	-7	4	2	-1	-1
Cc1ccc2c(c1)sc1nc(=O)n(-c3ccc(Cl)cc3)c(=O)n12	3	-2	-7	-2	-8	6	-7	6	4
CCN(CC)C(=O)c1c(C)nc2ccccn12	-1	1	10	18	-7	4	2	-4	-5
COC(=O)c1cc2c(cc1NC(=O)CSCCc1ccccn1)OCO2	4	0	-5	-15	3	2	13	-2	0
Cc1nnc(N(C)C(=O)Cc2ccc3c(c2)OCO3)s1	-2	0	-2	9	5	-4	9	0	19
O=C(CSc1ncnc2c1cnn2-c1ccc(Cl)cc1)NCc1ccc2c(c1)OCO2	-9	-2	4	-1	-4	-20	-5	-2	10
Brc1nnc2n1-c1ccccc1Sc1ccccc1-2	-5	-2	5	-9	2	1	-4	0	-10
Cc1ccc(SCC(=O)NC(C)c2ccccc2)cc1 (configuration not stated)	3	2	0	-13	0	-11	6	-6	18
CCOC(=O)c1c(NC(=O)CSc2ncnc3[nH]ncc23)sc2c1CCC(C)C2 (configuration not stated)	-5	-4	-1	-2	-6	-2	16	-5	1
COc1cccc(-n2cc(C(=O)O)c3ccccc3c2=O)c1	3	0	0	2	2	15	-2	-6	1
Nc1nonc1C(=O)N1CCCCC1	-2	-1	0	-6	-5	-2	2	-3	3
CC(NC(=O)c1c(O)c2ccccc2[nH]c1=O)c1ccccc1 (configuration not stated)	-3	0	2	7	7	1	3	16*	-11
Cc1ccc2c(c1)C1C[N+](C)(CC(=O)c3ccccc3)CCC1N2C(=O)c1ccccc1Cl (configuration not stated)	.	.	12	.	5	.	.	-1	16
CCCCNC(=S)NNC(=O)c1ccc2c(c1)OCO2	0	3	6	1	1	-15	-6	5	-5
Cc1ccccc1-n1c(C)cc(/C=C2\NC(=O)NC2=O)c1C	-1	0	-2	-5	-3	19	9	-3	4
COc1ccc2c(c1)[C@H]1[C@H](CO2)[C@H](c2ccccc2)[C@]2(C)C(=O)Nc3cc(Cl)ccc3C(=O)N12	-26	-17	0	-6	-31	-1	-20	-6	-3
COc1ccc(NC(=O)Cn2cccc2)cc1Cl	7	0	-1	-6	-7	-5	7	-3	4
COc1cc(C)ccc1S(=O)(=O)N1CCCCCC1	7	5	3	-17	1	-11	3	-5	-5
CN(C)CCN1CCc2ccccc21	13	2	10	-4	6	8	6	6	24
CCOc1ccc(N(CC(=O)NCCc2ccc(Cl)cc2)S(=O)(=O)c2c(C)[nH]c(=O)[nH]c2=O)cc1	-1	-5	11	8	7	7	7	1	11
C=C(C)CSc1nnc2n(N)c(=O)c3ccccc3n12	1	-1	2	-6	5	-3	0	3	0
O=C(NCCc1c[nH]c2ccc(Cl)cc12)c1cccnc1	6	-1	11	2	-4	3	-3	-1	4
COc1ccc(-c2csc(N(CCCN(C)C)C(=O)c3ccc(C)cc3)n2)cc1	-6	-1	7	9	2	-2	5	-1	-45
Cc1nc2cc(NC(=O)Nc3nccs3)ccc2n1C	-3	0	1	-2	7	7	1	0	-5
COc1ccc(-c2nc3ccc(C(=O)NCC(OC)OC)cc3nc2-c2ccc(OC)cc2)cc1	-2	-2	2	11	2	-1	-3	1	-8
Cc1cc2c(c(=O)n1C)C(C(C)C)C(C#N)=C(N)O2 (configuration not stated)	-1	0	9	-5	0	4	-7	1	6
O=C(NCc1ccccc1)C1CCCN(S(=O)(=O)c2cccc3nsnc23)C1 (configuration not stated)	5	2	0	3	-1	-9	-1	-2	14
Cc1cccc(C)c1C(OCCN(C)C)C1CCCCC1 (configuration not stated)	0	-1	7	-13	-3	5	5	4	11
COc1ccc(OC)c(NC(=S)NN2CCN(C)CC2)c1	8	-3	6	2	2	-4	-2	2	2

Reprinted from the listing (2 entries):
SMILES	LYPLA2 counter	LYPLA1 inh	PAFAH1B3 inh	ZTA counter	PAFAH2 inh	EBNA-1 inh	GSTO1 inh	PAD4 FP inh	PREPL inhibitor
Cc1cccc(C)c1C(OCCN(C)C)C1CCCCC1 (configuration not stated)	0	-1	7	-13	-3	5	5	4	11
COc1ccc(OC)c(NC(=S)NN2CCN(C)CC2)c1	8	-3	6	2	2	-4	-2	2	2

(cont.)
SMILES	LYPLA2 counter	LYPLA1 inh	PAFAH1B3 inh	ZTA counter	PAFAH2 inh	EBNA-1 inh	GSTO1 inh	PAD4 FP inh	PREPL inhibitor
O=C(Nc1cccc(S(=O)(=O)N2CCOCC2)c1)C1CC(=O)N(c2ccc3c(c2)OCCO3)C1 (configuration not stated)	-1	0	0	0	-3	.	.	-4	7
CCOC(=O)C(=CNc1ccccc1N1CCOCC1)C(=O)OCC	4	1	9	-4	4	5	-2	-3	12
COC(C(=O)Nc1ccnn1C1CCN(Cc2ccc(CO)o2)CC1)c1ccccc1 (configuration not stated)	0	-1	-2	-11	-4	2	7	4	0
Cc1cc2cc(C(c3nnnn3C(C)(C)C)N(Cc3ccco3)CC3CCCO3)c(=O)[nH]c2cc1C (configuration not stated)	-1	0	-1	-3	2	-1	-3	4	9
Cc1ccc(C)c(SCC(=O)OCC(=O)NCCNC(=O)COC(=O)CSc2cc(C)ccc2C)c1	6	7	-5	-9	-1	-2	-1	-2	-8
Cc1cc2c(SCC(=O)N3CCN(c4ccccc4)CC3)ncnc2s1	-1	-2	5	-6	5	1	6	0	-39
Cc1cccn2c(CN(C)CC3Cc4ccccc4O3)c(C(=O)N3CCCCC3)nc12 (configuration not stated)	-1	-1	7	0	-1	1	10	-8	31
Nc1nc(-c2cccnc2)nn1C(=O)COc1ccccc1	1	-3	5	15	-1	-5	6	6	10
COc1cc(S(=O)(=O)NC2CCCC2)c(OC)cc1Cl	-3	-5	7	-14	0	1	10	-3	12
O=C(COC(=O)c1cccnc1Cl)NCC1CCCO1 (configuration not stated)	2	0	-1	2	5	7	7	-2	-7
CS(=O)(=O)N1CCCC(C(=O)Nc2ccc3c(c2)OCCO3)C1 (configuration not stated)	-4	1	11	0	4	11	-4	-1	1
COc1cccc(C(=O)NC2CC3CCCC(C2)N3CC(=O)Nc2ccccc2)c1 (configuration not stated)	-1	-2	1	3	6	-2	6	-7	-8
OC1(c2ccccn2)COc2ccccc2O1 (configuration not stated)	4	0	12	-26	1	-6	6	2	9
O=C(COC(=O)CSc1ccc2ccccc2c1)Nc1ccccc1OC(F)F	-2	1	6	-4	-5	1	0	6	14
Cc1ccc(NCC(=O)N/N=C/c2ccncc2)cc1	-4	-4	-3	0	2	3	6	1	-3
CC(C)C(=O)N1CCN(c2ccccc2NC(=O)c2ccco2)CC1	-4	0	-1	-8	-2	-7	5	-5	10
COc1ccc(CCNC(=O)CN(c2cc(OC)ccc2OC)S(=O)(=O)c2ccccc2)cc1	-3	1	5	-2	-6	5	-3	2	-4
Cc1nn(C(C)C)c(C)c1[C@@H]1C[C@H]2CN(Cc3cccc(Cl)c3)C(=O)[C@]23CCCN13	-2	-1	2	-7	-6	-2	-4	-5	31

The list is partial. The share of hits here may be higher or lower than overall.
